GBA enhancer: enhancers of human beta-glucosidase activity in Gaucher fibroblasts; L444P Gaucher fibroblasts, 4-MU-glucoside fluorescence, 3 days; P04062; activation, % at 10 µM; hit rate 0.44% among 30,000; in the data active means activation above about 65%;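 further: 0% = vehicle wells and 100% = positive control wells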
Target sequence (P04062 whole entry L483P): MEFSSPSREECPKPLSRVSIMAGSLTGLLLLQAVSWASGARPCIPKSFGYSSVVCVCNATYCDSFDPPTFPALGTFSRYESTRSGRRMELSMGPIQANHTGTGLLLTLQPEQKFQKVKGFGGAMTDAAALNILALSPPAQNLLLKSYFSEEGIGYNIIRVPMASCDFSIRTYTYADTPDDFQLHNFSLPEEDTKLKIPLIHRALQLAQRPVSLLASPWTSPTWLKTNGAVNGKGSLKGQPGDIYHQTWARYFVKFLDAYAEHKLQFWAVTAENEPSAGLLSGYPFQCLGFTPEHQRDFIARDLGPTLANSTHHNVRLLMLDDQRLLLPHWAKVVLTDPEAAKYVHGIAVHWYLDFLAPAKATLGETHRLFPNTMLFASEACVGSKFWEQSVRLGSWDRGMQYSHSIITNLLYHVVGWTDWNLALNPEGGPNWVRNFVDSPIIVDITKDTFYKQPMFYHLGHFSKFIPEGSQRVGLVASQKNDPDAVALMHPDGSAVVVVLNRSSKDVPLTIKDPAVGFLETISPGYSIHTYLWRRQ
* = called active by the depositor.

compound	GBA enhancer
O=C(c1nc2n(n1)C(c1ccc(Cl)cc1)C=C(c1ccccc1)N2)N1CCOCC1 (stereo unspecified)	-7
COc1cccc2cc(C(=O)NC3CC(C)(C)NC(C)(C)C3)c(=O)oc12	-6
COc1ccc(C(NC(=O)C(C)(C)C)NC(=O)C(C)(C)C)cc1	-18
c1cc(CNc2ccc3c(c2)OCO3)ccn1	10
COc1ccccc1N(CC(=O)Nc1ccc2c(c1)OCCO2)S(C)(=O)=O	-6
Cc1cc(NC(=O)COC(=O)COc2ccc(C(=O)c3ccccc3)cc2)no1	10
CCOC(=O)C1CCCN(c2nc3ccccc3nc2C(C#N)C(=O)NCc2ccccc2)C1 (stereo unspecified)	-31
CCNC(=O)c1sc(-c2ccccc2)nc1C	-16
COc1ccc(Cl)c(N2CCN(CCCNC(=O)Nc3ccc(C)cc3)CC2)c1	-149
CCN1C2=C(C(=O)CCC2)C(c2ccc(O)cc2)C2=C1CCCC2=O	-19
O=C1CC(N2CCC(c3nc4ccccc4o3)CC2)C(=O)N1Cc1cccs1 (stereo unspecified)	9
Cn1c(=O)[nH]c(=O)c2c1nc(Sc1nc3ccccc3s1)n2Cc1ccccc1	-21
COc1ccc(NC(=O)N2CCN(c3cccc(C(F)(F)F)c3)CC2)cc1	-13
Cn1nnnc1SCC(=O)N1c2ccccc2CCc2ccccc21	-4
CCCn1c(SCC(=O)c2cc(OC)ccc2OC)nnc1-c1ccco1	-4
CCOC(=O)CSc1nnc(CNC(=O)c2cccs2)n1-c1ccccc1	-10
CC(C)C(C(=O)N1CCOCC1)N1C(=O)c2ccccc2C1=O (stereo unspecified)	-23
Cc1nc2nc[nH]n2c(=O)c1NC(=O)c1c(-c2ccccc2Cl)noc1C	-8
COc1ccc(S(=O)(=O)N2CCCN(CC(=O)Nc3cc(NC(C)=O)ccc3OC)CC2)cc1	-52
NC(=O)CC(O)c1cccc(Cl)c1 (stereo unspecified)	-15

4 compounds from above, sorted by number of heavy atoms, lowest first.
compound	GBA enhancer
NC(=O)CC(O)c1cccc(Cl)c1 (stereo unspecified)	-15
CC(C)C(C(=O)N1CCOCC1)N1C(=O)c2ccccc2C1=O (stereo unspecified)	-23
COc1ccccc1N(CC(=O)Nc1ccc2c(c1)OCCO2)S(C)(=O)=O	-6
Cn1c(=O)[nH]c(=O)c2c1nc(Sc1nc3ccccc3s1)n2Cc1ccccc1	-21

(more compounds)
compound	GBA enhancer
Cc1csc(SCC(=O)N2CCCC2)n1	-38
COc1cc(OC)nc(NC(=O)COC(=O)C2CCCCC2)n1	4
O=C1Nc2cccnc2Sc2ccccc21	-5
COC(=O)CSc1nc2c(c(=O)n(C)c(=O)n2C)n1CCCc1ccccc1	-9
COc1ccc2cc([C@H](C)C(=O)O)ccc2c1	-3
O=C(Nc1ccc2c(c1)OCCO2)c1c(F)cccc1F	-29
COC(=O)C1CCN(C(=O)NC2CCCCC2)CC1	-22
O=C(CN1C(=O)c2ccccc2S1(=O)=O)N1CCN(c2ccccc2F)CC1	-14
O=C(Nc1ccc(NC(=O)c2ccco2)nc1)c1ccccn1	3
COc1ccc(-n2c(=O)cc(N3CCN(c4ccccc4F)CC3)[nH]c2=O)cc1	1
CCN(CC)S(=O)(=O)N1CCC(C(=O)NC2CCCc3ccccc32)CC1 (stereo unspecified)	-42
Cn1nnnc1SCC(=O)Nc1nc(-c2ccccc2)c(-c2ccccc2)o1	-22
COC(=O)c1cc(OC)c(OC)c(OC)c1N	-12
CC(=O)N(c1ccc2oc(=O)sc2c1)S(=O)(=O)c1ccccc1	25
O=C(c1ccco1)[C@@H]1[C@@H]2C(=O)N(c3ccc(Br)cc3)C(=O)[C@@H]2C2c3ccccc3C=CN21 (stereo partly specified)	-20
Cn1c(=O)n(CCc2ccccc2)c(=O)c2c1nc1n2CCN1Cc1ccco1	13
COCCCn1nnnc1SCC(=O)Nc1nc(C)c(C)s1	-2
O=C(CSc1nnc(C2COc3ccccc3O2)o1)N1CCOCC1 (stereo unspecified)	-3
Cc1cc(C)c(NC2=CC(=O)CC(C)(C)C2)c(C#N)c1	-22
CCOC(=O)c1cc(CN2CCOCC2)oc1-c1ccccc1	-21
CC1CCCCN1C(=O)CSc1nnc(-c2ccc(Cl)s2)o1 (stereo unspecified)	-14
Cc1cccc(C)c1N1C(=O)c2ccccc2C1=O	-14
O=C(CSc1nc2cc(Cl)ccc2s1)NC(=O)NCc1ccco1	0
CC(C)[C@H](NC(=O)NCc1ccco1)C(=O)O	-16
CCSc1nnc(NC(=O)CSc2nnc(Cc3cccn3C)n2-c2ccc(C)cc2)s1	-26
CCOC(=O)C1CCCN(Cc2ccc3c(c2)OCO3)C1 (stereo unspecified)	8
O=c1nc(C(F)(F)F)nc2ccccn12	-4
Cc1nn(Cc2ccc(C(=O)NC3CCCCC3)o2)c(C)c1Br	-5
CN(c1ccccc1)S(=O)(=O)c1cc(C(=O)N2CCN(c3ccccn3)CC2)ccc1Cl	-4
CC(=O)Nc1sc2c(c1CN1CCN(c3ccccn3)CC1)CCCC2	-13
O=C(CCCn1nnc(-c2cccnc2)n1)c1ccc(F)cc1	6
CCOc1ccc(N2C(=O)CC(N3CCN(c4ccc(C(=O)c5ccncc5)cc4)CC3)C2=O)cc1 (stereo unspecified)	-13
Cc1ccc(S(=O)(=O)N(Cc2ccc(F)cc2)Cc2ccco2)cc1	-18
CCOC(=O)N1CCC(NC(=O)CCC(=O)N2CC(C)Oc3ccc(Cl)cc32)CC1 (stereo unspecified)	-12
COc1ccc(C(=O)Nc2ccc(Cl)c(Cl)c2)c(OC)n1	-16
CCc1cccc(CC)c1N(COC)C(=O)Cn1c(C(C)O)nc2ccccc21 (stereo unspecified)	3
O=C(NCCCN1CCCC1=O)c1cccnc1	-32
Cc1cc(N2CCC(C(=O)Nc3ccc(F)cc3)CC2)nc(-c2ccccc2)n1	-24
COCCCNC(=O)c1ccccc1SC	-9
Cn1c(=O)cc(OCCCC(=O)Nc2cccnc2)c2ccccc21	-10
CC1Cc2ccccc2N1S(=O)(=O)c1cccc(C(=O)c2nccn2C)c1 (stereo unspecified)	-14
CCN1C(=O)c2cccc3c(S(=O)(=O)Nc4ncccc4C)ccc1c23	-16
Cc1c(C#N)c2ncn(CCCN(C)C)c(=O)c2n1-c1ccccc1	-34
COC(=O)c1ccccc1NC(=O)c1ccccc1NS(C)(=O)=O	-16
COc1cccc(C(=O)N(c2ccc(OC)cc2OC)C2C=CS(=O)(=O)C2)c1 (stereo unspecified)	-10
CCN(CC)S(=O)(=O)c1ccc2c(c1)c(=O)c(C(=O)NCCCN(C)c1ccccc1)cn2C	6
Cc1c(C(=O)Nc2ccc(F)cc2)oc2ccc(S(=O)(=O)N3CCC4(CC3)OCCO4)cc12	1
CCCCOC(=O)c1ccc(NC(=O)c2ocnc2C)cc1	-6
Cc1ccc(-n2c(SCC(=O)NCc3cccs3)nnc2-c2ccoc2C)cc1	-8
COc1ccc(C2=NCC(CSc3nnnn3C)S2)cc1 (stereo unspecified)	-9
CCCCN1c2cc(C)c(O)cc2C(C(=O)OCC)C1C (stereo unspecified)	-16
O=c1[nH]c2cc3c(cc2cc1C(c1nnnn1CC1CCCO1)N1CCCCCC1)OCO3 (stereo unspecified)	-30
O=C(O)CCCC(=O)Nc1ccccc1C(=O)O	0
O=C(CCc1nc(-c2ccccc2F)no1)Nc1ccc(Oc2ccccc2)cc1	-11
COc1ccccc1NC(=O)C1CCCCN1S(=O)(=O)c1ccc(F)cc1 (stereo unspecified)	-9
Cc1cc(NC(=O)CSc2nnc(-c3ccc(Cl)s3)o2)no1	10
Cc1nc2c3c(-c4ccccc4)nc(N4CCOCC4)nc3nn2c(C)c1CCC(=O)O	-31
Cc1ccc(C(=O)Nc2ccc3c(c2)OCO3)cc1S(=O)(=O)N1CCCC1	-8
CC(C)C(=O)Nc1ccc(C(=O)NCc2cccnc2)cc1	-14
COc1ccc(CCNC(=O)CN(C2CCCCC2)S(C)(=O)=O)cc1OC	16

Random excerpt: 4 records from the list.
compound	GBA enhancer
Cc1c(C(=O)Nc2ccc(F)cc2)oc2ccc(S(=O)(=O)N3CCC4(CC3)OCCO4)cc12	1
Cc1ccc(C(=O)Nc2ccc3c(c2)OCO3)cc1S(=O)(=O)N1CCCC1	-8
COc1ccc(C2=NCC(CSc3nnnn3C)S2)cc1 (stereo unspecified)	-9
CC(C)C(=O)Nc1ccc(C(=O)NCc2cccnc2)cc1	-14

Next part:
compound	GBA enhancer
CC(C)(C)NC(=O)NC(=O)COc1ccccc1C#N	-7
CCn1c(SCC(=O)Nc2nnc(C)s2)nnc1-c1ccncc1	-21
Cc1ccc(S(=O)(=O)N2CCN(S(C)(=O)=O)C2)cc1	-17
COc1cccc(Oc2cnc(N)nc2-c2ccc(OC)cc2O)c1	6
CCCCn1c(SCc2ccc(Cl)cc2)nc2c1c(=O)[nH]c(=O)n2C	-21
Cc1cc(N(C)C)nc(SC(C)C)n1	-2
O=C(Nc1ccc(N2CCN(C(=O)c3ccc(Cl)cc3)CC2)cc1)c1cccnc1	18
COc1ccc(OC)c(S(=O)(=O)N(C)CC(=O)N2CCN(c3cccc(Cl)c3)CC2)c1	-7
CCOCCCNC(=O)C1CCCN1S(=O)(=O)c1ccc(Cl)cc1 (stereo unspecified)	-5
Nc1ccc(CN2CCN(c3ccc4ccccc4n3)CC2)cc1	37
O=C(Cc1ccc(Cl)c(Cl)c1)OCC(=O)c1ccc[nH]1	-1
CCOC(=O)c1cc2occc2n1CC(=O)N1CCOCC1	9
CCOc1cccc(C2C(C(=O)c3ccc(C)o3)=C(O)C(=O)N2Cc2ccncc2)c1 (stereo unspecified)	-19
O=C(Nc1ccccc1Cl)NC1(C(=O)NCCCN2CCOCC2)CCCCC1	-16
Cc1ccc(SCC(=O)N2CCOCC2)cc1	9
O=C(O)c1ccc(S(=O)(=O)c2ccccc2)cc1	-8
COc1ccc(CCC(=O)N2CCN(C3CCCCC3)CC2)cc1	12
CCOC(=O)C1CCN(C(=O)c2sc3nc(-c4ccc(F)cc4)cn3c2C)CC1	-41
Cn1c(Cc2ccccc2)nnc1SCC(=O)c1ccc(Br)s1	-19
CCCCc1c(O)nc(SCC(=O)N2CCOCC2)[nH]c1=O	-73
O=C(c1ccc(Cl)cc1)c1ccc(OCC(=O)N2CCOCC2)cc1	-8
CN(C(=O)c1ccncc1)c1nnc(-c2ccncc2)s1	-1
COc1cc(S(=O)(=O)N2CCN(Cc3ccccc3)CC2)ccc1Br	-10
COc1ccc(S(=O)(=O)n2nc(OC(=O)c3ccccc3Br)cc2N)cc1	-14
Cc1cc(OC(=O)c2ccccc2)n(CCC#N)n1	8
COCc1nc(-c2cc(OC)c(OC)c(OC)c2)no1	-7
CCCOc1ccc(Cn2cnc3ccccc32)cc1	-15
COc1ccccc1NC(=O)c1ccc(NC(=O)CSc2nnnn2C)cc1	11
CC(C)c1c(C#N)c(N)nc(SCC(=O)c2cc3ccccc3oc2=O)c1C#N	-36
CC1Cc2ccccc2N1C(=O)COC(=O)c1ccc(S(=O)(=O)N(C)C)cc1 (stereo unspecified)	16
Cc1cc(N2CCN(C)CC2)nc2ccc(NC(=O)CCC(=O)NCc3ccco3)cc12	-9
Cc1ccc(-c2noc(CCCC(=O)Nc3cccnc3)n2)cc1	7
Cc1cccc(-c2nc(CS(=O)CC(=O)NCCCSC3CCCCC3)c(C)o2)c1 (stereo unspecified)	-29
COc1ccc(N2CCN(C(=O)CNC(=O)Cn3c(C)cc4ccccc4c3=O)CC2)cc1	-7
COc1ccc(C2(O)CCN(C(=O)NC3CCCCC3)CC2)cc1	11
CNS(=O)(=O)c1cccc2cccnc12	4
O=C(OCCN1C(=O)CCC1=O)c1ccc(S(=O)(=O)N2CCCCC2)cc1	-19
Cc1cc(C(=O)Nc2sc(C)c(C)c2C#N)c(C)o1	-4
CCCCN1CCCCC1C(=O)Nc1c(C)cc(C)cc1C (stereo unspecified)	-16
Cc1oc(-c2ccc(Cl)cc2)nc1CN1CCCC(C(=O)NCc2ccco2)C1 (stereo unspecified)	-14
CCC1S/C(=C(\C#N)C(N)=O)N(c2ccc(F)cc2)C1=O (stereo unspecified)	-9
O=C(NCCc1ccccc1)C1CCN(S(=O)(=O)c2cccs2)CC1	-10
CC1Cc2ccccc2N1C(=O)c1ccc2snnc2c1 (stereo unspecified)	-16
O=Nc1c2nc3ccccc3n(O)c-2c2ccccc12	-8
Cc1ccc(S(=O)(=O)Nc2cc(C(=O)O)ccc2N2CCCCC2)cc1	65
CCOC(=O)CSc1ncnc2c1cnn2-c1ccccc1	-4
CN(C)C(=O)N1CCN(C(=O)N(C)C)CC1	-17
CCOC(=O)c1ccc(NC(=O)CSc2nnc(C)n2-c2ccccc2)cc1	9
COC(=O)C1=C(C)NC(C)=C(C(=O)OC)C1c1cc2ccc(C)cc2[nH]c1=O	-16
S=c1[nH]nc(-c2ccccc2Cl)n1CC1CCCO1 (stereo unspecified)	-13
CCOc1ccc(NC(=O)CCN2CCN(c3ccccc3)CC2)cc1	-2
COc1cc(NC(=O)CCCC(=O)OCC(F)(F)C(F)F)nc(OC)n1	1
CC(C)CN(C(=O)c1ccc(=O)n(C)n1)c1nc2ccccc2s1	3
O=C(O)c1cccc(CN2C(=O)CSC2=O)c1	-15
CCN1CCCC1CNC(=O)c1nn(-c2ccc(C)cc2)c(=O)c2c1c1ccccc1n2C (stereo unspecified)	-40
CCOC(=O)N1CCc2c(sc3c2C(=O)NC(c2ccccc2)N3)C1 (stereo unspecified)	-25
CCOc1ccc(C(C)=O)cc1CSc1nnc(-c2ccoc2C)n1N	-16
COCCCNC(=O)c1cc2c(=O)n3cccc(C)c3nc2n(C(C)C)c1=N	2
CCCCc1c(O)nc2n(c1=O)CCS2	-22

Not all compounds are listed. The share of hits here may be higher or lower than overall.
